High-throughput results from PubChem.
RSV CPE inhibition: RSV antiviral activity via CPE protection, HEp-2 cells, primary 10 µM value included (AID 2391); HEp-2 cells, RSV-induced CPE inhibition; higher % means a stronger effect; CPE inhibition, % at 10 µM, or IC50 in µM where a hit was titrated; actives 0.13% (n = 310,000); in the data active = a potency from the dose series; inconclusive = CPE inhibition mostly from about 23% at the one dose, without a potency; inactive = the rest, 99 in 100 with CPE inhibition below about 21%; note: strong numbers were not always called active
K1F lysis inhibition: inhibition of K1F phage lysis, E. coli UTI89, bacterial capsule biogenesis inhibitors, alamar blue (AID 488966); E. coli UTI89 K1F phage lysis, alamar blue, 2 h; higher % means a stronger effect; actives 0.02% (n = 340,000); inhibition, % at 100 µM; hits with a dose series show IC50 in µM;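 active = phage lysis inhibition, versus mean bacterial control, above a set limit; inconclusive = no clear call, values can overlap the other calls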;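 note: capsule biogenesis inhibitors block K1F phage lysis so surviving cells raise fluorescence; higher fluorescence means more inhibition of phage lysis; actives were called in the ten point dose series up to 300 µM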
M1AAP inhibition: P. falciparum M1AAP inhibitors, biochemical, fluorogenic H-Leu-NHMec substrate, 1536-well (AID 1445); actives 0.42% (n = 220,000); recombinant M1AAP, H-Leu-NHMec fluorogenic kinetic assay; higher % means a stronger effect; inhibition, % at 30 µM; hits with a dose series show IC50 in µM;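 active = primary inhibition above the hit cutoff, then over 50% inhibition at one or more dose response concentrations, cut at about 23% in these data, passing the limit was not always enough; inconclusive = conflicting primary data, or primary hits not chosen for dose response; inactive = low primary inhibition, or under 50% at every dose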;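 note: plate controls were DMSO full reaction for no effect and no enzyme background for full effect; strong numbers were not always called active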
West Nile virus CPE: inhibition of WNV-induced cytopathic effect – cell-based, CPE readout (AID 1621) | West Nile virus-infected cells, CPE inhibition; higher % means a stronger effect | CPE inhibition, % at 10 µM, or IC50 in µM where a hit was titrated | actives 0.02% (n = 290,000); in the data active = a potency from the dose series; inconclusive = CPE inhibition mostly from about 3.7% at the one dose, without a potency; inactive = the rest, 99 in 100 with CPE inhibition below about 2.2%; note: strong numbers were not always called active
TNAP activators: human TNAP enzyme activators, primary screen, biochemical, luminescent, no phosphate acceptor, uHTS (AID 1001). purified TNAP, luminescent activation assay, no phosphate acceptor; higher activation fold means a stronger effect. activation fold at 20 µM; hits with a dose series show EC50 in µM. actives 0.03% (n = 200,000); in the data active = activation fold from about 3, or a potency from the dose series; inactive = the rest, 99 in 100 with activation fold below about 1.6; note: many of its hits are not listed in these tables
T cell modulator: T cell immune modulators affecting CD8 T cell-vesicle binding. 2C CD8+ T cell-vesicle binding, flow cytometry; active compounds read low. calls only at 7 µM. actives 0.068% (n = 330,000). AID 2052;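 active = response, share of CD8 T cells binding vesicles, and their 90th percentile fluorescence all below set limits, cut at about 80% in these data, passing the limit was not always enough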
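System: murine 2C transgenic CD8+ T lymphocytes; also added: QL9-loaded Drosophila micro-vesicles; times: binding 1.5 h at 37 °C; measured by: flow cytometry, PE anti-B7-1 (FL2) versus Alexa647 anti-CD8 (FL8), PFA-fixed; control set: Peptide-free naked vesicles (low) and QL9 vesicles with 0.7% DMSO vehicle (high)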
M17LAP inhibition: P. falciparum M17LAP inhibitors, primary screen, biochemical, fluorogenic H-Leu-NHMec substrate, 1536-well (AID 1619); recombinant M17LAP, H-Leu-NHMec fluorogenic kinetic assay; higher % means a stronger effect; inhibition, % at 30 µM, or IC50 in µM where a hit was titrated; actives 0.38% (n = 220,000);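 active = compound inhibiting the enzyme by more than half at any dose during confirmatory dose-response retesting; inconclusive = strong single-dose inhibitors picked by rank but not retested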;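 note: plate controls were full reaction with DMSO carrier for no effect and no enzyme background for full effect; strong numbers were not always called active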
human PMI inhibition: inhibitors of human PMI, primary screen, biochemical, fluorescence intensity, coupled assay (AID 1209); purified PMI enzyme, coupled fluorescence intensity; higher % means a stronger effect; inhibition, % at 20 µM, or IC50 in µM where a hit was titrated; actives 0.42% (n = 190,000);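 note: plate controls were DMSO vehicle for no effect and wells lacking substrate for full effect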
human PMI inhibitors: MPI inhibition at elevated mannose 6-phosphate – biochemical, fluorescence intensity, high mannose 6-phosphate, primary screen (AID 1220) | recombinant PMI enzyme, coupled fluorescence intensity; higher % means a stronger effect | inhibition, % at 20 µM, or IC50 in µM where a hit was titrated | actives 0.66% (n = 190,000)
T cell modulator vesicle-bound %: second read-out of T cell modulator, no call of its own (marks repeat the call); double positive events, %; measured here: CD8+ vesicle-bound cell fraction;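 binding gate set so that unloaded-vesicle control wells show 10% double positive cells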
* marks the source's active call; other numbers are inactive results; i = inactive; ? = inconclusive; / = no result given; [ ] = another dose, or the depositor's remark. Cut-off read from the data, not from the text of the source, unless noted: active = inhibition above about 50%; inactive = the rest.

structure | K1F lysis inhibition | TNAP activators | T cell modulator vesicle-bound % | RSV CPE inhibition | T cell modulator | M1AAP inhibition | human PMI inhibition | West Nile virus CPE | human PMI inhibitors | M17LAP inhibition
Cc1c2c(nc3c(C(=O)NC4CC4)cnn13)CCCC2 | 5.0% | 1.1 | 30 | 3.3% | i | 0% | -4% | 0.5% | -1% | -7%
CCOC(=O)c1cc2c(=O)n3ccccc3nc2n(Cc2ccco2)c1=NC(=O)c1cccc(OC)c1 | -0.2% | 1.1 | 27 | 14% | i | 1% | -18% | 0.6% | 8% | -6%
Cc1nc(-c2ccc(S(=O)(=O)Nc3cccc(Cl)c3)cc2)co1 | -0.1% | / | 11 | 2.9% | i | / | / | 0.1% | / | /
CCOc1ccc(N(Cc2ccc(C(=O)O)cc2)S(=O)(=O)c2ccc(C)cc2)cc1 | 0.1% | / | 58 | 2.4% | i | / | / | 1.9% | / | /
CC(C)CCOCC(O)CCC(=O)NNC(=S)Nc1ccccc1 (stereo not drawn) | 0.0% | 1.5 | 48 | 1.2% | i | -7% | 18% | -0.5% | 16% | 15%
CC(=O)c1ccccc1OCC(O)CN1CCN(C(c2ccccc2)c2ccccc2)CC1 (stereo not drawn) | 0.2% | 0.9 | 57 | 0.5% | i | 2% | 17% | 0.1% | 13% | -4%
CC(NC(=O)Cn1cnc([N+](=O)[O-])n1)c1ccccc1 (stereo not drawn) | -0.6% | 1 | 28 | 1.0% | i | -1% | -4% | 0.1% | 10% | -4%
CN(C)c1ccc(/C=N/NC(=O)CNC(=O)/C=C/c2ccccc2)cc1 | 1.1%[50 µM] | / | 60 | 0.8% | i | / | / | -0.7% | / | /
O=C(/C=C/c1ccc2c(c1)OCO2)NC1CCCC1 | 0.2% | / | 27 | 0.9% | i | / | / | -0.7% | / | /
O=S(=O)(NCc1ccncc1)c1ccc(S(=O)(=O)NCC2CCCO2)cc1 (stereo not drawn) | 0.5% | 1.2 | 65 | 2.1% | i | 3% | -3% | -0.6% | -6% | -19%
O=C(O)c1ccc(S(=O)(=O)c2ccc3c(c2)C(=O)N(NC(=O)c2ccc(O)cc2)C3=O)cc1 | -0.2% | 1.1 | 48 | 1.1% | i | 3% | -14% | -0.2% | -4% | 6%
CCCCc1ccc(N=N/C(C(=O)Nc2cc(OC)c(NC(C)=O)cc2OC)=C(/C)O)cc1 | 0.9% | 0.9 | 31 | 14% | i | 5% | 6% | 0.8% | 4% | -4%

Reformatted with values under each structure: part of the list above
Every second line gives: K1F lysis inhibition | TNAP activators | T cell modulator vesicle-bound % | RSV CPE inhibition | T cell modulator | M1AAP inhibition | human PMI inhibition | West Nile virus CPE | human PMI inhibitors | M17LAP inhibition
Cc1nc(-c2ccc(S(=O)(=O)Nc3cccc(Cl)c3)cc2)co1
→ -0.1% | / | 11 | 2.9% | i | / | / | 0.1% | / | /
CC(=O)c1ccccc1OCC(O)CN1CCN(C(c2ccccc2)c2ccccc2)CC1 (stereo not drawn)
→ 0.2% | 0.9 | 57 | 0.5% | i | 2% | 17% | 0.1% | 13% | -4%

(cont.)
structure | K1F lysis inhibition | TNAP activators | T cell modulator vesicle-bound % | RSV CPE inhibition | T cell modulator | M1AAP inhibition | human PMI inhibition | West Nile virus CPE | human PMI inhibitors | M17LAP inhibition
O=C(NC1CCCCC1)C(c1ccncc1)N(CC1CCCO1)C(=O)C(F)(F)F (stereo not drawn) | -0.8% | 0.9 | 26 | -0.4% | i | -3% | -54% | -0.4% | -73% | 14%
Cc1ccc(Nc2nc(N)nc(CN3CCN(c4ccccc4)CC3)n2)cc1Cl | 0.0% | 1 | 34 | ? | i | 5% | 13% | -0.6% | 5% | -4%
COCCCNC(=O)CN(c1cccc(Cl)c1C)S(C)(=O)=O | 0.0% | 1.1 | 62 | 1.6% | i | -2% | 8% | -0.1% | 12% | -1%
COc1cc(-c2noc(C)c2C#Cc2nccn2C)cc(OC)c1OC | -0.5% | / | 17 | -1.1% | i | / | / | -0.2% | / | /
Cc1ccc(SCC(=O)NC(=O)Nc2ccc3c(c2)OCCO3)cc1C | 1.9% | 1.1 | 32 | 1.8% | i | -3% | -4% | 0.1% | 4% | -13%
O=C(C1CC(=O)N(c2ccccc2)C1)N1CCN(c2ccccc2F)CC1 (stereo not drawn) | 2.2%[50 µM] | / | 27 | 0.6% | i | / | / | -0.6% | / | /
Cc1ccc2nc(NCC(=O)O)nc(-c3ccccc3)c2c1 | 1.4% | 1.1 | 46 | 3.3% | i | 8% | 10% | -0.2% | 8% | -5%
Cc1nnc(NC(=O)CN2C(=O)c3ccccc3S2(=O)=O)s1 | -0.4%[50 µM] | 1.3 | 46 | 2.2% | i | 2% | 4% | 0.2% | 6% | 10%
CC(C)(CCO)Nc1ncnc2onc(-c3ccc(F)cc3)c12 | 0.2% | / | 64 | 5.4% | i | / | / | -1.2% | / | /
NS(=O)(=O)c1ccc(NC(=O)CSc2nc(Nc3ccccc3)nc(N3CCOCC3)n2)cc1 | -0.3% | / | 62 | 4.2% | i | / | / | 1.1% | / | /
O=C(c1cc(COc2ccc(F)cc2F)on1)N1CC[C@@H]2CCCC[C@H]2C1 | -0.1% | / | 17 | ? | i | / | / | -1.2% | / | /
Cc1c(CCOC(=O)C23CC4CC(CC(C4)C2)C3)sc[n+]1Cc1ccccc1 | 1.5%[50 µM] | 1.2 | 54 | 1.1% | i | 7% | 15% | 1.4% | 6% | 0%
COc1ccc(CNC(=O)C2CCCN2CCc2ccccc2)cc1OC (stereo not drawn) | -0.2% | 1.1 | 3 | 11% | i | -1% | -2% | -0.4% | -3% | -1%
COc1ccc(/C(C#N)=C/c2ccccn2)cc1 | 0.1% | / | 44 | 2.5% | i | 11% | / | -0.8% | / | -1%
CCn1c(=O)c(=O)[nH]c2cc(C(=O)Nc3ccc(S(=O)(=O)N4CCCC4)cc3)ccc21 | 1.1% | 1.1 | 56 | 1.9% | i | 2% | -11% | 0.3% | 11% | -1%
COC(=O)[C@@H]1C[C@H]1[C@@H](NS(=O)(=O)c1ccccc1)c1ccccc1 | -0.1% | 1.1 | 22 | 0.0% | i | -1% | 9% | -0.7% | 12% | 5%
CCOC(=O)c1cc(-c2ccc(C)cc2)n(CC(=O)NCc2ccco2)c1C | 3.1% | 1.1 | 25 | 2.0% | i | 3% | 6% | -0.1% | 4% | 5%
Cc1noc(C)c1COc1ccc(C(=O)O)cc1 | -0.1% | 1.1 | 50 | -0.9% | i | 0% | / | 0.7% | / | 18%
COc1c(-c2ccc(O)cc2)oc2cc(O)cc(O)c2c1=O | -1.8% | / | 38 | 1.1% | i | 11% | / | 0.5% | / | 23%
COc1cccc(-c2cc(C(=O)Nc3c(C)nn(Cc4ccccc4)c3C)no2)c1 | 6.5% | 1 | 14 | 4.9% | i | 3% | 19% | 1.7% | 18% | 0%
CC(C)C1NC(=S)N(Cc2ccccc2)C1=O (stereo not drawn) | 2.9% | 1 | 29 | 1.2% | i | 10% | 4% | -0.1% | 9% | -5%
CCN(CC)S(=O)(=O)c1ccc2oc(C(=O)N3CCc4ccccc4C3)c(C)c2c1 | 3.1% | 1.1 | 40 | 8.0% | i | 5% | 3% | -1.3% | 2% | -15%
O=C(CN(C(=O)c1ccccc1Cl)C1CCCCC1)Nc1ccc(Cl)c([N+](=O)[O-])c1 | 0.4% | 1 | 57 | 1.0% | i | -3% | 4% | 1.5% | 0% | -7%
O=C(Nc1nnc(SCc2ccc(F)cc2)s1)C1Cc2ccccc2CN1C(=O)c1ccco1 (stereo not drawn) | 5.2% | 1.1 | 32 | 3.6% | i | 9% | 15% | -0.5% | 11% | 1%
CC(C)(C)c1ccc2c(c1)N(CC(=O)N1CCOCC1)C(=O)CO2 | 2.9%[50 µM] | / | 25 | 0.8% | i | / | / | -0.6% | / | /
O=C(CSc1nc(Nc2ccccc2)nc(N2CCOCC2)n1)Nc1cccc([N+](=O)[O-])c1 | 2.9%[50 µM] | / | 18 | ? | i | / | / | -0.1% | / | /
CCCCCn1c(SCCOCC)nc2c1c(=O)[nH]c(=O)n2C | -2.3% | 1.1 | 25 | 0.7% | i | 8% | 3% | 0.0% | -1% | 1%
CS(=O)(=O)N1CC2CCCN2c2cc(C(F)(F)F)ccc21 (stereo not drawn) | 0.5% | 1 | 58 | 3.9% | i | -2% | 7% | -0.8% | 7% | 1%
CCC(=O)N=c1sc2ccccc2n1-c1ccccc1 | -0.1% | 1.1 | 51 | -1.1% | i | -14% | -8% | 0.4% | -5% | 2%
O=C(CCC1CC(=O)Nc2ccccc21)NCc1ccc(F)cc1 (stereo not drawn) | 5.3% | 1.1 | 14 | / | i | 6% | 8% | -0.1% | 10% | 4%
CCOC(=O)CNC(=O)CN1CCCN(S(=O)(=O)c2ccc(Br)s2)CC1 | 2.0% | 1.1 | 25 | -0.2% | i | -2% | 10% | / | 8% | 3%
CC(C)(CC(=O)O)CC(=O)N1CCN(c2nc3cc(Cl)ccc3s2)CC1 | -0.4% | / | 21 | 1.3% | i | / | / | -0.7% | / | /
O=S(=O)(c1ccc2nc(COc3ccccc3)[nH]c2c1)N1CCOCC1 | -0.2% | 1.2 | 19 | 1.6% | i | 7% | -15% | 0.6% | -22% | -2%
COc1cccc(-c2nnc(-c3ccc(C(F)(F)F)cc3)o2)c1OC | 0.1% | 1 | 28 | 6.1% | i | -2% | 0% | -0.5% | 0% | -3%
CCc1nnc(NC(=O)CSc2nc3ccccc3o2)s1 | 4.7% | 1.1 | 10 | 0.6% | i | -2% | -10% | 0.5% | -10% | -5%
Cc1ccccc1CN1CCN(CC(=O)NCc2ccc3c(c2)OCO3)C1=O | 2.6% | 1 | 47 | 0.4% | i | 3% | 9% | -0.2% | 10% | 2%
Cn1ncc(Cl)c1C(=O)NC1CCCC1 | -0.1% | / | 6 | 2.2% | i | / | / | -0.1% | / | /
CSCC[C@H](NC(=O)[C@@H]1Cc2c([nH]c3ccccc23)C2c3ccccc3C(=O)N21)C(=O)NCC1CCCO1 (stereo partly drawn) | 6.0% | / | 25 | 2.7% | i | / | / | -0.2% | / | /
CCCCC[n+]1cccc2c3ccccc3ccc21 | 0.2% | 1 | 37 | 0.4% | i | 17% | -2% | -0.6% | -3% | -208%
c1cc(-c2nnc3n2CCC3)[nH]n1 | 1.7% | 1.1 | 32 | -1.4% | i | -3% | 7% | 0.2% | 9% | 16%
Cc1ccnc(NS(=O)(=O)c2ccc(NC(=O)COc3ccccc3)cc2)n1 | -0.2% | 1.1 | 27 | 2.7% | i | 8% | -10% | -0.5% | 2% | 7%
